NFkB binder = NF-kappa-B p105 (human) binding; 17,000 tested, 1.3% active; P19838; AID 624139; calls only; Small molecule microarray, anti-His fluorescence binding;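 active means spot fluorescence over background significantly raised, with a chance value under 7% in all four replicate spots of the compound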;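 further: probe protein is his-tagged human p50 processed subunit at 1 µg/ml; raw spot fluorescence signals with no normalization applied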
Target sequence (P19838 1-433 limits assumed): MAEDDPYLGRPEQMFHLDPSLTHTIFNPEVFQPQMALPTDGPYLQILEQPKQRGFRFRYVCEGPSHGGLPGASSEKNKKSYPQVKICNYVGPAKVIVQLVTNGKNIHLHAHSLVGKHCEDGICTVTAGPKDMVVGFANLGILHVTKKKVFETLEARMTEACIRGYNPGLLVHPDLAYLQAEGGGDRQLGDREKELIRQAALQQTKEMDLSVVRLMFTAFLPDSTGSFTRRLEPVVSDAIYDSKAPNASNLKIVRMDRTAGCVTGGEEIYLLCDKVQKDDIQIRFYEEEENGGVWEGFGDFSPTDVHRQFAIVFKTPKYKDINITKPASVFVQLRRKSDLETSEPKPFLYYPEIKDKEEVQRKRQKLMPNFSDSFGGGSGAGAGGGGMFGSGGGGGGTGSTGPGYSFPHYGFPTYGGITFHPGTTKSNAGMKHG
Calls only; i = inactive; + = active, no number. This is a subset; the hit share may differ from the screen's.

mol	NFkB binder
Cc1noc(C)c1S(=O)(=O)N(C)C[C@H]1Oc2c(NS(=O)(=O)c3ccc(F)cc3)cccc2C(=O)N([C@@H](C)CO)C[C@H]1C	i
C[C@@H]1CN([C@@H](C)CO)C(=O)c2cc(NS(C)(=O)=O)ccc2O[C@H]1CN(C)C	i
C[C@@H]1CN([C@@H](C)CO)C(=O)c2cccc(NC(=O)c3ccncc3)c2O[C@@H]1CN(C)C(=O)Nc1cccc2ccccc12	i
COc1ccccc1CCNC(=O)c1c(-c2c(F)cccc2Cl)noc1C	i
C=C(C(=O)O)[C@@H]1CC[C@H](C)[C@@H]2CC(=O)C(C)=C2C1	i
C[C@@H]1CN([C@@H](C)CO)C(=O)Cc2cc(NS(=O)(=O)c3cn(C)cn3)ccc2O[C@@H]1CN(C)Cc1ccccc1	i
C[C@@H]1CN([C@@H](C)CO)C(=O)c2cccc(NC(=O)NC3CCCCC3)c2O[C@@H]1CN(C)C(=O)Nc1cccc2ccccc12	i
C[C@H](CO)N1C[C@H](C)[C@@H](CN(C)C(=O)NC2CCCCC2)Oc2ccc(NC(=O)Nc3cccc4ccccc34)cc2C1=O	i
CC(=O)OCC(=O)[C@@]12OC3(CCCC3)O[C@@H]1CC1C3CCC4=CC(=O)C=C[C@]4(C)[C@@]3(F)[C@@H](O)C[C@@]12C (stereo not given in full)	i
C[C@@H]1CN([C@@H](C)CO)C(=O)c2cccc(N(C)C)c2O[C@@H]1CN(C)C(=O)NC1CCCCC1	i
Cc1ccc(C(=O)CC2(O)C(=O)N(CCCC#N)c3ccccc32)o1 (stereo not given)	i
COc1cc2c(cc1OC)C1(Cc3ccc4c(c3C1O)OCO4)N(C)CC2 (stereo not given)	i
O=C(CSc1nc(N2CCCCC2)nc(N2CCCCC2)n1)Nc1ccc(F)cc1	i
C[C@@H]1CCCCO[C@@H](CN(C)S(=O)(=O)c2ccccc2)[C@@H](C)CN([C@@H](C)CO)C(=O)c2cc(NC(=O)CCC(F)(F)F)ccc2O1	i
C[C@@H]1CN([C@H](C)CO)C(=O)Cc2cc(NC(=O)c3ccncc3)ccc2O[C@@H]1CN(C)C(=O)Nc1cccc2ccccc12	i
O=C(CCSc1nc2ccccc2o1)N1CCOCC1	i
COc1ccc(CN(C)C[C@H]2Oc3ccc(NC(=O)Nc4c(C)noc4C)cc3CC(=O)N([C@H](C)CO)C[C@H]2C)cc1	i
C[C@@H]1CN([C@@H](C)CO)C(=O)c2cc(NC(=O)Cn3cnnn3)ccc2O[C@H]1CN(C)Cc1ccc(Cl)c(Cl)c1	i
C[C@@H]1CN([C@@H](C)CO)C(=O)Cc2cc(NS(C)(=O)=O)ccc2O[C@@H]1CN(C)C(=O)Nc1cccc2ccccc12	i
COc1ccc(S(=O)(=O)Nc2cccc3c2O[C@H](CN(C)Cc2ccc(C(=O)O)cc2)[C@@H](C)CN([C@H](C)CO)C3=O)cc1	i
CNC[C@@H]1OCCCC[C@H](C)Oc2ccc(NS(=O)(=O)c3ccc(OC)cc3)cc2C(=O)N([C@@H](C)CO)C[C@@H]1C	i
C[C@@H]1CN([C@H](C)CO)C(=O)Cc2cc(NS(C)(=O)=O)ccc2O[C@@H]1CN(C)S(=O)(=O)c1cn(C)cn1	i
COc1ccc(NC(=O)Nc2cccc3c2O[C@H](CN(C)Cc2ccncc2)[C@@H](C)CN([C@H](C)CO)C3=O)cc1	i
CN(CC(=O)Nc1ccc(Br)cc1F)S(=O)(=O)c1ccc(F)cc1	i
CCO[C@H]1OC(C(N)=O)=C[C@@H](c2csc3ccccc23)[C@@H]1CCCO	i
C[C@@H]1CN([C@H](C)CO)C(=O)c2cc(NC(=O)C3CC3)ccc2O[C@H]1CN(C)Cc1ccc2c(c1)OCO2	i
Cc1ccc(NC(=O)CSc2n[nH]c(N)n2)cc1Cl	i
CC(=O)OCCN1C(=O)c2c(C)nc3ccc(S(=O)(=O)N4CCOCC4)cc3c2C1=O	i
Cc1ncc2ccccc2c1C#N	i
C[C@@H]1CN([C@H](C)CO)C(=O)c2cccc(NC(=O)C3CCOCC3)c2O[C@@H]1CN(C)C(=O)Nc1cccc2ccccc12	i
C[C@H]1CN([C@@H](C)CO)C(=O)Cc2cc(N(C)C)ccc2O[C@@H]1CN(C)Cc1ccc(C(F)(F)F)cc1	i
Cc1cc(N)n(-c2ccc(Oc3ccccc3)cc2S(=O)(=O)O)n1	i
CCn1c(SCC(=O)c2ccccc2)nnc1-c1cc2cc(Br)ccc2o1	i
COc1ccc(NC(=O)N(C)C[C@@H]2Oc3ccc(NC(=O)NC(C)C)cc3C(=O)N([C@@H](C)CO)C[C@@H]2C)cc1	i
CCNS(=O)(=O)c1ccc(NC(=O)c2cc(-c3ccncc3)nc3c(C)c(Cl)ccc23)cc1	i
C[C@H]1CN([C@@H](C)CO)C(=O)c2cccc(NC(=O)Nc3ccc4c(c3)OCO4)c2O[C@H]1CN(C)C(=O)NC1CCCCC1	i
O=C(CCc1ccc(O)cc1)CC(CCc1ccc(O)cc1)O[C@@H]1OC[C@@H](O)[C@H](O)[C@H]1O (stereo not given in full)	i
C[C@@H]1CN([C@H](C)CO)C(=O)c2cc(NC(=O)Nc3ccc(C(F)(F)F)cc3)ccc2O[C@@H](C)CCCCO[C@@H]1CN(C)S(=O)(=O)c1cn(C)cn1	i
CC(C)(C=O)Cc1cc(C(C)(C)C)c(O)c(C(C)(C)C)c1	i
C[C@@H]1CCCCO[C@@H](CN(C)S(=O)(=O)c2ccccc2)[C@H](C)CN([C@@H](C)CO)C(=O)c2cc(NC(=O)CCC(F)(F)F)ccc2O1	i
C[C@H](CO)N1C[C@H](C)[C@@H](CN(C)Cc2ccc(C(=O)O)cc2)Oc2c(NC(=O)c3ccncc3)cccc2C1=O	i
Cc1c(C(=O)Nc2sc3c(c2C(=O)NC2CCS(=O)(=O)C2)CCCC3)oc2ccccc12 (stereo not given)	i
C[C@@H]1CN([C@@H](C)CO)C(=O)Cc2cc(NC(=O)CCCN(C)C)ccc2O[C@@H]1CN(C)S(=O)(=O)c1ccc(Cl)cc1	i
Cc1ccc(S(=O)(=O)N(C)C[C@@H]2Oc3ccc(NC(=O)Cn4cnnn4)cc3CC(=O)N([C@@H](C)CO)C[C@H]2C)cc1	i
C[C@@H]1CN([C@H](C)CO)C(=O)Cc2cc(NC(=O)Cc3ccccc3)ccc2O[C@@H]1CN(C)CC1CC1	i
C[C@@H]1CN([C@H](C)CO)C(=O)Cc2cc(NS(C)(=O)=O)ccc2O[C@@H]1CN(C)Cc1ccc(C(F)(F)F)cc1	i
C[C@@H]1CN([C@@H](C)CO)C(=O)c2cc(NS(C)(=O)=O)ccc2O[C@@H](C)CCCCO[C@H]1CN(C)S(=O)(=O)c1cn(C)cn1	i
COc1ccc(COC[C@@]23Oc4ccccc4[C@@H](NC(=O)N2C)[C@H]3CO)cc1	i
C[C@@H]1CN([C@@H](C)CO)C(=O)CCCn2cc(nn2)CO[C@H]1CN(C)C(=O)Nc1ccccc1F	i
C[C@H]1CN([C@@H](C)CO)C(=O)c2cc(NC(=O)CCN3CCOCC3)ccc2O[C@H]1CN(C)C	i

Other entries follow.
mol	NFkB binder
CC(C)NC(=O)N(C)C[C@@H]1OCCCC[C@@H](C)Oc2ccc(NC(=O)C3CCCCC3)cc2C(=O)N([C@@H](C)CO)C[C@@H]1C	i
Cc1ccccc1N1CCN(S(=O)(=O)CC23CCC(C[C@@H]2NC(=O)[C@@H](N)CCS(C)(=O)=O)C3(C)C)CC1 (stereo not given in full)	i
C[C@H]1CCCCO[C@@H](CN(C)Cc2ccncc2)[C@@H](C)CN([C@@H](C)CO)C(=O)c2cc(NS(=O)(=O)c3cn(C)cn3)ccc2O1	i
CC(C)NC(=O)N(C)C[C@@H]1Oc2c(NS(=O)(=O)c3cccs3)cccc2C(=O)N([C@H](C)CO)C[C@@H]1C	i
Cc1noc(C)c1S(=O)(=O)N(C)C[C@@H]1Oc2ccc(N(C)C)cc2CC(=O)N([C@@H](C)CO)C[C@@H]1C	i
C[C@H](CO)N1C[C@H](C)[C@H](CN(C)CC2CCCCC2)OCCCC[C@H](C)Oc2ccc(NS(=O)(=O)c3ccc(Cl)cc3)cc2C1=O	i
CNC[C@H]1Oc2ccc(NC(=O)Cc3cn(C)c4ccccc34)cc2CC(=O)N([C@@H](C)CO)C[C@@H]1C	i
COc1ccc(COC[C@]23NC(=O)N[C@H](c4ccccc4O2)[C@H]3CO)cc1	i
CC(C)NC(=O)Nc1cccc2c1O[C@H](CN(C)Cc1ccc(Cl)c(Cl)c1)[C@@H](C)CN([C@H](C)CO)C2=O	i
Cc1ccc(F)cc1S(=O)(=O)N[C@@H]1CCN(Cc2ccc(C(F)(F)F)cc2)C1	i
C[C@@H]1CCCCO[C@@H](CN(C)Cc2ccc(C(=O)O)cc2)[C@@H](C)CN([C@@H](C)CO)C(=O)c2cc(NS(=O)(=O)c3ccc(Cl)cc3)ccc2O1	i
COc1ccc(CN(C)C[C@@H]2Oc3ccc(NS(=O)(=O)c4ccc(OC)cc4)cc3CC(=O)N([C@@H](C)CO)C[C@@H]2C)cc1	i
C[C@@H]1CCCCO[C@@H](CN(C)Cc2ccncc2)[C@H](C)CN([C@@H](C)CO)C(=O)c2cc(N(C)C)ccc2O1	i
C[C@H](CO)N1C[C@H](C)[C@H](CN(C)Cc2ccc(C(=O)O)cc2)Oc2ccc(NC(=O)Nc3ccc(C(F)(F)F)cc3)cc2CC1=O	i
Cc1cc(OCC(=O)Nc2ccc3oc(-c4ccncc4)nc3c2)cc(C)c1Cl	i
N#Cc1nc(COc2cccc(Cl)c2)oc1NCc1ccncc1	i
Cc1ccc(S(=O)(=O)N(C)C[C@H]2Oc3ccc(NS(C)(=O)=O)cc3C(=O)N([C@H](C)CO)C[C@H]2C)cc1	i
C=C(C)[C@@H]1CC[C@]2(CO)CC[C@]3(C)[C@H](CC[C@@H]4[C@@]5(C)CC[C@H](O)C(C)(C)[C@@H]5CC[C@]43C)[C@@H]12	i
C[C@@H]1CN([C@@H](C)CO)C(=O)c2cc(NS(=O)(=O)c3ccc(F)cc3)ccc2O[C@H]1CN(C)Cc1ccccc1	i
CC(C)c1ccccc1S(=O)(=O)c1cc(N)c2ncccc2c1[N+](=O)[O-]	i
COc1ccc(S(=O)(=O)N(C)C[C@@H]2Oc3ccc(NC(=O)CCC(F)(F)F)cc3C(=O)N([C@@H](C)CO)C[C@H]2C)cc1	i
CCO[C@H]1OC(C(=O)N2CCCC2)=C[C@@H](c2ccc(C(F)(F)F)cc2)[C@@H]1CCCO	i
C[C@H]1CN([C@@H](C)CO)C(=O)c2cccc(NC(=O)c3ccncc3)c2O[C@@H]1CN(C)Cc1ccc(C(F)(F)F)cc1	i
Cc1cccc(OCCCC(=O)Nc2ccccc2[N+](=O)[O-])c1C	i
C[C@H](CO)N1C[C@H](C)[C@@H](CN(C)C(=O)Nc2cccc3ccccc23)OCCCC[C@H](C)Oc2ccc(NC(=O)c3ccncc3)cc2C1=O	+
CC(C)NC(=O)Nc1cccc2c1O[C@H](CN(C)C)[C@@H](C)CN([C@@H](C)CO)C2=O	i
C[C@@H]1CN([C@@H](C)CO)C(=O)c2cc(N(C)C)ccc2O[C@@H](C)CCCCO[C@H]1CN(C)S(=O)(=O)c1cccs1	i
O=C(O)c1ccc(CSc2n[nH]c(-c3ccco3)n2)cc1	i
C[C@H](CO)N1C[C@H](C)[C@H](CN(C)S(=O)(=O)c2cccs2)Oc2ccc(NS(=O)(=O)c3ccccc3)cc2CC1=O	i
O=C(CCN1CCN(CCO)CC1)Nc1ccc(F)c(F)c1	i
CC(C)NC(=O)N(C)C[C@H]1OCCCC[C@@H](C)Oc2ccc(NC(=O)Cc3ccccc3)cc2C(=O)N([C@@H](C)CO)C[C@H]1C	i
Cc1noc(C)c1NC(=O)N(C)C[C@@H]1Oc2ccc(NC(=O)CCN3CCOCC3)cc2CC(=O)N([C@@H](C)CO)C[C@H]1C	i
C[C@@H]1CCCCO[C@@H](CN(C)S(=O)(=O)c2cccs2)[C@@H](C)CN([C@H](C)CO)C(=O)c2cc(NS(C)(=O)=O)ccc2O1	i
C[C@H](CO)N1C[C@H](C)[C@@H](CN(C)Cc2ccc(-c3ccccc3)cc2)Oc2ccc(NS(=O)(=O)c3cccs3)cc2C1=O	i
Cc1noc(C)c1NC(=O)N(C)C[C@H]1Oc2c(NC(=O)C3CC3)cccc2C(=O)N([C@@H](C)CO)C[C@H]1C	i
O=C(Nc1ccc(S(=O)(=O)Nc2nccs2)cc1)C1CC(=O)N(c2ccccc2)C1 (stereo not given)	i
Cc1noc(C)c1NC(=O)N(C)C[C@@H]1Oc2ccc(NS(=O)(=O)c3cccs3)cc2C(=O)N([C@@H](C)CO)C[C@H]1C	i

A stretch from the list above, for reference:
mol	NFkB binder
O=C(O)c1ccc(CSc2n[nH]c(-c3ccco3)n2)cc1	i
C[C@H](CO)N1C[C@H](C)[C@H](CN(C)S(=O)(=O)c2cccs2)Oc2ccc(NS(=O)(=O)c3ccccc3)cc2CC1=O	i
O=C(CCN1CCN(CCO)CC1)Nc1ccc(F)c(F)c1	i
CC(C)NC(=O)N(C)C[C@H]1OCCCC[C@@H](C)Oc2ccc(NC(=O)Cc3ccccc3)cc2C(=O)N([C@@H](C)CO)C[C@H]1C	i
Cc1noc(C)c1NC(=O)N(C)C[C@@H]1Oc2ccc(NC(=O)CCN3CCOCC3)cc2CC(=O)N([C@@H](C)CO)C[C@H]1C	i
C[C@@H]1CCCCO[C@@H](CN(C)S(=O)(=O)c2cccs2)[C@@H](C)CN([C@H](C)CO)C(=O)c2cc(NS(C)(=O)=O)ccc2O1	i
C[C@H](CO)N1C[C@H](C)[C@@H](CN(C)Cc2ccc(-c3ccccc3)cc2)Oc2ccc(NS(=O)(=O)c3cccs3)cc2C1=O	i
